PERK inhibitor: human PERK inhibition, primary cell-based screen; Q9NZJ5; CHO PERK-DD fusion, SEAP luminescence translation reporter; inhibition, % at 5.6 µM; hit rate 0.17% among 220,000; AID 1416;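 active = inhibition above the mean inhibition of all tested compounds plus 3 SD, set separately per screening campaign, cut at about 2.9% in these data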;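 also: PERK kinase domain activated by AP20187 dimerizer at 100 nM; 0% = DMSO with dimerizer and 100% = rapamycin at 8.4 µM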
TNF death inh: TNF-alpha cell death inhibition in Jurkat FADD-/- cells | Jurkat FADD-/- TNF necroptosis rescue, ATP luminescence, 24 h; 0 = TNF only, 100 = no-TNF cells | activation (protection from cell death), % at 10 µM | hit rate 0.068% among 220,000 | AID 463075;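 active = activation, meaning protection from cell death, of at least 50% relative to plate controls; inactive = activation below 50%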;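 also: necroptosis triggered by 40 ng/mL TNF-alpha added together with compound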
zVAD death inh: blocks zVAD induced death of L929 cells | L929 zVAD necroptosis rescue, ATP luminescence, 24 h; with zVAD 60 µM | viability rescue, % at 10 µM | hit rate 0.38% among 220,000 | AID 1377;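 active = activation, scaled between plate controls, above about 75%, limit read from the data; inactive = activation under that limit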;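 also: 0% = zVAD with DMSO and 100% = DMSO alone without zVAD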
KCC2 mod: modulators of human KCC2 chloride dependent transport; KCC2 cells, thallium flux FluoZin-2 fluorescence; Q9H2X9; hit rate 2.2% among 190,000; B-score of Tl+ flux slope (higher = more flux/activation; lower = inhibition) at 10 µM;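 active = thallium flux slope and its plate-corrected score both differing from the plate sample mean at a set confidence after two filtering rounds, in either direction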;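 also: slope of fluorescence scaled to starting intensity during 10 to 20 s after thallium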
Calpain2 inh: blocks pig calpain II enzyme activity; inhibition, % at 16 µM; purified calpain II, fluorogenic peptide substrate, 30 min; hit rate 0.37% among 220,000; AID 1236;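 active = inhibition above about 50%, limit read from the data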
eIF4E-4G inh: blocks eIF4E binding to eIF4G; P63073+Q04637; TR-FRET eIF4E-eIF4GI(517-606) binding, 2 h; inhibition, % at 21.7 µM; hit rate 0.37% among 220,000; AID 782;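 active = inhibition above about 30%, limit read from the data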;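 also: 0% = full FRET control wells and 100% = background wells lacking eIF4GI fragment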
EBV gp42 inh: EBV gp42 inhibition | inhibition, % (tested at 21.74 µM) | Fluorescence polarization binding assay, mP read-out | hit rate 0.42% among 220,000 | Q1HVG2; in the data active = inhibition above about 50%
Target sequence (Q1HVG2 whole entry, looked up): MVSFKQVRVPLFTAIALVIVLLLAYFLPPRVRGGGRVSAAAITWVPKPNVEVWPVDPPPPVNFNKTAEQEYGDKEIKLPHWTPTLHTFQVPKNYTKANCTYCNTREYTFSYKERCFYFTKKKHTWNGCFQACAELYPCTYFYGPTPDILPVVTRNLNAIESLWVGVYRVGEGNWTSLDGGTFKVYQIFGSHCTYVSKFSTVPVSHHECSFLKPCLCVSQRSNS
Rad51 HR inh: Rad51 (human) homologous recombination inhibition. Q06609. hit rate 0.085% among 200,000. inhibition, % at 10 µM. AID 1385. hRad51 DNA strand exchange, fluorescence dequenching;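 active = inhibition above 40% at the single screening dose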;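 also: 0% = DMSO control wells and 100% = blanks with heterologous ssDNA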
Target sequence (Q06609 whole entry, looked up): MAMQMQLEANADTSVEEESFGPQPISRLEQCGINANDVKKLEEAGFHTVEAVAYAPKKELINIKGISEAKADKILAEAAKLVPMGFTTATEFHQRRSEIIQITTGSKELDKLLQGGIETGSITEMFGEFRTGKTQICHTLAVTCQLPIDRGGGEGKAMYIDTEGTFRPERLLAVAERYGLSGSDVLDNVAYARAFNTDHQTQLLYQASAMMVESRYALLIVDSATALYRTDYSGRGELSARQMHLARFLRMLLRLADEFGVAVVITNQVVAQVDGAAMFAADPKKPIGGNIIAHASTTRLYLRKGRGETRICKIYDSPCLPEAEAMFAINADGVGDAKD
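Test system: preformed human Rad51 ssDNA filaments; also added: Donor/quencher-labelled 47-bp dsDNA substrate; doses: 10 µM final, single point; times: 37 °C 15-min filament assembly, 30-min compound preincubation, 15-min exchange; detection: FRET fluorescence dequenching, excitation 485 nm, emission 520 nm; read-out basis: Fluorescence-based percent inhibition, control- and blank-normalised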
MDM2 E3 inh: blocks human Mdm2 ubiquitin ligase activity; Q00987; cell-based MDM2 ubiquitination luciferase reporter, 2 h; 0 = plate control, 100 = twice control, blank-subtracted; signal enhancement, % at 5 µM; hit rate 0.11% among 210,000; AID 1230;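 active = signal enhancement of 30% or more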;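 also: luminescence tracks abundance of the self-degrading MDM2-luciferase fusion protein; higher signal means inhibition of MDM2 E3 ligase activity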
Target sequence (Q00987 whole entry, looked up, the tested form may be a part): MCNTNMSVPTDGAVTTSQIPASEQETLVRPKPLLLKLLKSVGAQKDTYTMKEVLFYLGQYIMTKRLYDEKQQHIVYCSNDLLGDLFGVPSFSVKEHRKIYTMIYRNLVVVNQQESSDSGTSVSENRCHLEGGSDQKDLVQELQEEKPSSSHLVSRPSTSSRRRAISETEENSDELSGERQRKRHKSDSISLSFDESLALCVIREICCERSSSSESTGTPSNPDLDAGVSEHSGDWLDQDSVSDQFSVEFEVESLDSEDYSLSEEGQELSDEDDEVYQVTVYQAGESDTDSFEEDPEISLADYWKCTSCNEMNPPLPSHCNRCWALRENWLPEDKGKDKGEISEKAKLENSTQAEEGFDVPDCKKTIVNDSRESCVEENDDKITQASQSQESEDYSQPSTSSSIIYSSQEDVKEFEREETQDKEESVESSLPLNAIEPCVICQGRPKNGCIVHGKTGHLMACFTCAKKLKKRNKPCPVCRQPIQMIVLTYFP
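Assay system: stable mammalian line carrying autodegrading MDM2–luciferase fusion reporter; Input: 2000 cells in each well; Compound dosing: single-point 5 µM; Schedule: 2 h compound exposure at 37 °C; Signal: SteadyLite luciferase luminescence after 15 min room-temperature reagent incubation; Evaluation: % luminescence enhancement versus blank-corrected plate control mean; Benchmarks: plate controls and plate blanks.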
* marks the source's active call; other numbers are inactive results; i = inactive; / = no result given; [ ] = dose if it differs, or a comment.

cpd | Structure | PERK inhibitor | TNF death inh | zVAD death inh | KCC2 mod | Calpain2 inh | eIF4E-4G inh | EBV gp42 inh | Rad51 HR inh | MDM2 E3 inh
1 | COc1ccc(/C=N/NC(=O)c2cccnc2)c(C(=O)O)c1OC | 0.6 | 1.5 | 0.1 | 1.3 | 15 | 1 | -8 | 12 | -2
2 | O=C(CNC(=O)c1ccco1)OCC(=O)c1cccc2ccccc12 | -0.9 | -1.8 | -0.5 | / | -28 | 1 | 4 | 0 | 0
3 | Cc1ccc(C)c(OCCn2cc(/C=C(\C#N)C(=O)NCc3ccco3)c3ccccc32)c1 | -0.1 | 0.5 | 0.1 | 1.7 | -101 | -2 | -7 | -19 | 3
4 | CC(=O)c1ccc(NC(=O)c2noc3c2CCCCC3)cc1 | 0.3 | -0.8 | -0.2 | -1.4 | 3 | 0 | -17 | / | -8
5 | Cc1c(CCC(=O)O)c(=O)oc2cc3occ(C(C)(C)C)c3cc12 | 0.5 | 0.3 | -0.5 | -2.1 | 39 | -3 | -2 | / | 3
6 | COC(=O)Nc1sc2c(c1C(=O)NCc1ccco1)CCCC2 | 0.9 | -1.8 | -1.0 | 0.45 | -66 | 2 | 2 | 0 | -6
7 | COc1ccc(F)cc1C(=O)C1CCCN(Cc2cccn2-c2ccccn2)C1 (centres undefined) | 1.8 | 3.0 | -0.5 | -0.8 | -40 | 1 | -11 | / | -22
8 | CN(Cc1nc(-c2cccnc2)no1)S(=O)(=O)c1ccc2ccccc2c1 | -1.0 | -1.2 | 0.2 | 0.51 | -17 | 3 | 0 | -17 | -10

The closing 4 compounds of the section before are carried over, then new ones follow.
cpd | Structure | PERK inhibitor | TNF death inh | zVAD death inh | KCC2 mod | Calpain2 inh | eIF4E-4G inh | EBV gp42 inh | Rad51 HR inh | MDM2 E3 inh
5 | Cc1c(CCC(=O)O)c(=O)oc2cc3occ(C(C)(C)C)c3cc12 | 0.5 | 0.3 | -0.5 | -2.1 | 39 | -3 | -2 | / | 3
6 | COC(=O)Nc1sc2c(c1C(=O)NCc1ccco1)CCCC2 | 0.9 | -1.8 | -1.0 | 0.45 | -66 | 2 | 2 | 0 | -6
7 | COc1ccc(F)cc1C(=O)C1CCCN(Cc2cccn2-c2ccccn2)C1 (centres undefined) | 1.8 | 3.0 | -0.5 | -0.8 | -40 | 1 | -11 | / | -22
8 | CN(Cc1nc(-c2cccnc2)no1)S(=O)(=O)c1ccc2ccccc2c1 | -1.0 | -1.2 | 0.2 | 0.51 | -17 | 3 | 0 | -17 | -10
9 | O=C(Cn1nnc2ccccc21)N/N=C\C=C\c1ccccc1 | 1.5 | -7.7 | 0.1 | -0.97 | -8 | 4 | -2 | -1 | 2
10 | CC(C)c1ccccc1NC(=O)COC(=O)Cc1ccsc1 | 0.2 | 1.0 | 0.3 | 1.3 | 1 | -1[fluorescence artefact?] | -12 | -6 | -4
11 | O=C(Cn1ccc(C(F)(F)F)n1)Nc1ccc(S(=O)(=O)NCc2ccco2)cc1 | 1.6 | -4.6 | 0.3 | / | -20 | 0 | -15 | -2 | 3
12 | CCCc1nc2ccccc2n1CC(O)COc1ccc(NC(C)=O)cc1 (centres undefined) | 0.6 | 1.3 | 1.5 | -0.004 | -12 | -2 | -3 | -86 | -16
13 | CCSCCOC(=O)C1=C(C)NC(=O)NC1c1cc(OC)ccc1OC (centres undefined) | -1.1 | 1.3 | 0.7 | / | -11 | -5 | -11 | 8 | -12
14 | c1cc(C2CCCCC2)ccc1Oc1nc(N2CCOCC2)nc(N2CCOCC2)n1 | -0.4 | 2.7 | 11 | / | -17 | 5 | 3 | 1 | -9
15 | COc1cccc(CN2C(=O)c3ccccc3C2C(=O)NCC2CCCO2)c1 (centres undefined) | -0.8 | 1.1 | -0.1 | -0.025 | -26 | 5[fluorescence artefact?] | -12 | -9 | -5
16 | Cc1cc2c(s1)CCCCC(=O)N2 | 0.5 | -2.6 | -0.1 | -0.66 | 2 | 2 | -15 | 1 | 0
17 | CCCCC(=O)Nc1ncc2c(n1)CC(C)(C)CC2=O | 1.1 | 0.5 | 1.8 | 0.58 | -2 | 0 | -9 | 5 | -12
18 | CCC(C(=O)NC1CCCCC1)n1c(SCc2ccc(F)cc2)nc2ccncc21 (centres undefined) | 0.2 | 19 | / | -1.7 | 18 | 4[fluorescence artefact?] | 2 | 0 | /
19 | COc1ccc(C2CC(=O)c3sc(N)nc3C2)cc1 (centres undefined) | 0.0 | -1.1 | 2.2 | / | 1 | -5 | -13 | 1 | 17
20 | COCCCNc1nnc(Cc2ccccc2)c2ccccc12 | -1.3 | -0.1 | -0.8 | -1.4 | 27 | 2 | -3 | -13 | -6
21 | CCOC(=O)C1=NN(C(=O)COc2ccccc2)C(O)(c2ccc(Br)cc2)C1 (centres undefined) | 0.6 | 0.3 | 16 | / | 28 | -2 | 8 | -101 | 3
22 | O=C(O)COc1ccc(C(=O)c2ccccc2)cc1 | 0.9 | 0.9 | 4.4 | -0.0047 | -24 | 5 | 2 | 1 | -5
23 | CC(C)CCNC(=O)COC(=O)c1ccc(Br)o1 | 0.3 | 1.4 | 1.0 | 0.8 | -3 | -1 | -1 | 4 | -5
24 | Cc1c(C(=O)C(=O)NCCCn2ccnc2)c2ccccc2n1C | 0.6 | 0.9 | -0.4 | / | 13 | -2 | -5 | / | 0
25 | COc1ccc(OCCNC(=O)c2ccccc2OCC(=O)Nc2ccc(NC(C)=O)cc2)cc1 | -0.3 | -4.4 | 1.4 | 0.39 | -13 | 2 | -3 | / | -16
26 | Cc1ccccc1CN1C[C@@H]2C[C@@H](c3cn[nH]c3-c3ccccc3)N3CCC[C@@]23C1=O | 1.0 | 3.5 | 0.5 | -0.36 | -8 | 0 | -3 | / | -17
27 | CCc1ccc(S(=O)(=O)NCc2cn3c(C)csc3n2)s1 | 1.0 | -0.2 | 1.2 | 0.15 | 100* | -8 | -2 | -9 | -21
28 | NC(=O)CC(NC(=O)Cc1ccc(Br)cc1)c1ccc(NCCOc2ccccc2)c([N+](=O)[O-])c1 (centres undefined) | / | 0.2 | 1.1 | -0.12 | 7 | -4 | -39 | -5 | 14
29 | CSCC[C@H](NC(=O)CCNC(C)=O)c1nc2ccccc2[nH]1 | -1.0 | -0.8 | -1.0 | / | 6 | -1 | -6 | 15 | -14
30 | CCCC(=O)N1CCN(c2ccc(NC(=O)c3ccco3)cc2)CC1 | -1.3 | 1.9 | 0.5 | 0.7 | 21 | 3 | 5 | -6 | -5
31 | CCCN1C(=O)c2ccccc2NC1c1ccc(OC)cc1OC (centres undefined) | -0.4 | -2.0 | -0.2 | -0.00052 | i | 4 | -9 | 1 | 6
32 | COc1ccc(Oc2nc(C)cc(C)c2S(C)(=O)=O)cc1 | 1.9 | -2.1 | -0.2 | 2.6 | 5 | 9 | -15 | / | -13
33 | NC(=NC1CCCCC1)c1ccc([N+](=O)[O-])cc1 | 0.3 | 0.4 | -0.5 | -0.36 | -12 | 7 | 0 | -5 | -7
34 | O=C(NNC(=S)NCc1ccc(Cl)cc1)c1ccc2c(c1)OCO2 | 2.4 | 0.5 | -0.5 | 1.3 | 22 | 0 | -20 | / | 12
35 | CCOC(=O)C1C(c2cccs2)NC(=O)NC1(O)C(F)(F)F (centres undefined) | 1.0 | -2.3 | 0.1 | 0.61 | 6 | 5[fluorescence artefact?] | -18 | -3 | 10
36 | O=C(CSc1nnc(CNc2ccccc2)o1)N1CCN(C(=O)c2ccco2)CC1 | -0.6 | 0.0 | 1.3 | -0.03 | -11 | 1 | -7 | -5 | 2
37 | COc1cc2oc3ccccc3c2cc1N(CC(=O)N(C)C)S(=O)(=O)c1ccccc1 | -2.2 | 1.2 | -0.3 | -0.64 | 10 | 0 | 3 | 7 | -6
38 | CCc1nc(N)c(C#N)c(-c2ccc(F)cc2)c1C | 0.5 | 0.6 | -0.1 | 0.13 | -38 | 3[fluorescence artefact?] | -5 | -4 | 0
39 | Cc1ccc(CNC(=O)CN2C(=O)C3(OCCCO3)c3ccccc32)cc1 | -0.2 | -2.8 | 0.0 | 0.33 | -5 | -2 | -19 | -4 | -3
40 | COc1ccc(/C=C/C(=O)c2ccc(NC3=NCCCS3)cc2)cc1OC | -0.5 | -15 | -0.9 | -1.3 | -32 | -2 | -9 | 2 | -3

Ordered by molar mass (falling): part of the list above
cpd | Structure | PERK inhibitor | TNF death inh | zVAD death inh | KCC2 mod | Calpain2 inh | eIF4E-4G inh | EBV gp42 inh | Rad51 HR inh | MDM2 E3 inh
36 | O=C(CSc1nnc(CNc2ccccc2)o1)N1CCN(C(=O)c2ccco2)CC1 | -0.6 | 0.0 | 1.3 | -0.03 | -11 | 1 | -7 | -5 | 2
39 | Cc1ccc(CNC(=O)CN2C(=O)C3(OCCCO3)c3ccccc32)cc1 | -0.2 | -2.8 | 0.0 | 0.33 | -5 | -2 | -19 | -4 | -3
35 | CCOC(=O)C1C(c2cccs2)NC(=O)NC1(O)C(F)(F)F (centres undefined) | 1.0 | -2.3 | 0.1 | 0.61 | 6 | 5[fluorescence artefact?] | -18 | -3 | 10

Going on with the list:
cpd | Structure | PERK inhibitor | TNF death inh | zVAD death inh | KCC2 mod | Calpain2 inh | eIF4E-4G inh | EBV gp42 inh | Rad51 HR inh | MDM2 E3 inh
41 | CCCCOCCCNC(=O)Cc1ccccc1OC | 1.3 | 0.1 | 1.9 | / | 28 | 11 | 7 | -5 | -22
42 | Nc1nc(N)c2c(ccc3nccc32)[nH]1 | 1.0 | -21 | 37 | 0.011 | -351 | 4 | -3 | -6 | -16
43 | O=C1c2ccccc2C(=O)N1Cc1cc(-c2ccccc2)no1 | -0.8 | -2.1 | -0.2 | / | 9 | 1 | 6 | -7 | 10
44 | CS(=O)(=O)N1CCN(c2nc(-c3ccccc3)cs2)CC1 | 0.2 | -3.4 | -0.1 | -1.4 | 21 | -1 | -1 | -10 | -19
45 | C=CCN1c2ccccc2[C@]23C[C@@H](C(=O)OC)N(C(=O)c4ccco4)C2=NC(C(=O)OC)=C(C(=O)OC)[C@H]13 | / | -0.4 | -1.0 | -0.72 | -26 | 0 | -22 | 5 | 5
46 | Cc1cccn2c(=O)c3cc(C#N)c(=N)n(Cc4ccncc4)c3nc12 | 0.2 | 0.5 | 0.4 | 1.3 | -49 | 1 | 5 | / | -7
47 | CC(C)P(=O)(c1cccc(C(=O)O)c1)C(C)C | 1.1 | 1.6 | 1.2 | -0.19 | -6 | 3 | -2 | 3 | -6
48 | Cc1ccccc1NC(=O)N1CCCC1C(=O)NCc1cccs1 (centres undefined) | 0.9 | 0.5 | -0.1 | 0.064 | -23 | -3 | -5 | 1 | 5
49 | COC(=O)C(C)NC(=O)C(C)NC(=O)OCc1ccccc1 (centres undefined) | 1.1 | -6.0 | 1.1 | / | -2 | 6 | -20 | 4 | -8
50 | O=C(NCC1CCCO1)c1ccc(Oc2ccc([N+](=O)[O-])cc2Cl)cc1 (centres undefined) | 0.8 | -0.4 | 2.9 | -0.32 | -16 | 5 | -1 | 0 | -9
51 | Cc1ccc(NC(=O)c2ccc3ncsc3c2)cc1S(=O)(=O)N(C)C | 0.4 | -3.4 | -0.8 | -1.7 | -15 | 0 | -5 | 21 | /
52 | CCOc1ccccc1C(=O)Nc1nnc(C(C)C)s1 | -0.2 | -0.1 | 1.2 | -0.039 | -9 | 0 | -8 | -6 | -8

Compound activity (PubChem)

An unsorted share of the library, and some 3.6% of all compounds hit somewhere here.
